Screening results from PubChem.
TAAR1 agonist – agonists of human TAAR1 | Q96RJ0 | CHO RD-HGA16 TAAR1, Fluo-8 calcium fluorescence; vehicle wells 0%, saturating PEA agonist 100% | activation, % at 3 µM | actives 0.99% (n = 360,000) | AID 624467;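 active means activation above the mean activation of all test compounds in the run plus 3 SD, cut at about 38% in these data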
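test system = CHO RD-HGA16 cells carrying human TAAR1 plus Gα16 | schedule = 17-24 h seeding, 75 min 37 °C dye, 30 min RT | compound dosing = 3 µM single concentration | control set = DMSO and PEA EC100 | replicates = n 1 | signal = Fluo-8 fluorescence, 5 s baseline then 140 s kinetic read | measure = percent activation vs PEA EC100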
* marks the source's active call; other numbers are inactive results. Some of the compounds tested, so the mix of outcomes need not match the whole.

SMILES	TAAR1 agonist
CCc1cc(=O)oc2c(CNC(Cc3ccccc3)C(=O)O)c(O)ccc12 (configuration not stated)	0.1
